Bioassay records (PubChem BioAssay)
CaV13 FRET inh = Disruptors of the CACNA1D IQ motif to Ca2+-dependent inactivation inhibitor domain association, primary screening, Förster resonance energy transfer in intact living … | inhibition, % at 12.3 µM | AID 743397 | HEK cells, CFP/YFP FRET ICDI-IQ, plate reader, 10 min; percent FRET-ratio fall versus neutral wells | 0.098% of 340,000 active;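 active means mean replicate inhibition of at least 30% and at least 1% of replicates passing that level; inconclusive means only one of the two criteria is met; inactive means neither criterion is met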;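 further: 0% = median of the neutral control wells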
H9c2 protect = modulators protecting cardiomyocytes from myocardial damage. H9c2 cardiomyocytes, H2O2 injury protection, ATPLite, 2 h. protection from H2O2 cell death, % at 20 µM. 0.63% of 360,000 active;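 active means compounds giving at least 50% protection of heart cells from peroxide-induced death in the single-dose screen, raw or plate-pattern-corrected value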;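 further: 0% = DMSO wells with peroxide and 100% = DMSO wells without peroxide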
MC4R antagonist = human MC4R antagonism in cAMP assay | inhibition, % at 6.5 µM | MC4R-expressing cells, MTII-stimulated cAMP, LANCE TR-FRET | 0.48% of 360,000 active | P32245;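 active means inhibition above its plate's cutoff, the mean of tested wells on that plate plus 3 SD, cut at about 29% in these data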;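 further: 0% = Melanotan II alone and 100% = Melanotan II plus saturating MCL0020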
Target sequence (P32245 whole entry, looked up): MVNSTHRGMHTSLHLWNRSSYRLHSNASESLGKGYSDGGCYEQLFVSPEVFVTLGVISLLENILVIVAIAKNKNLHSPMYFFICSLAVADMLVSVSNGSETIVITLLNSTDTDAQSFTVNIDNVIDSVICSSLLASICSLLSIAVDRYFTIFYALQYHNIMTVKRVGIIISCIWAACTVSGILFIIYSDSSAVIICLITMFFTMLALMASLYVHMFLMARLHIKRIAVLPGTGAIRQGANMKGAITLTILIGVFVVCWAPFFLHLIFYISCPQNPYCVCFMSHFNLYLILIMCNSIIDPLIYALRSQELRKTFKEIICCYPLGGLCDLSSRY
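Test system: U2OS cells stably expressing human melanocortin 4 receptor (MC4R); also added: Melanotan II challenge; compound: 6.5 µM single dose; timing: 30-min compound preincubation, 1-h Melanotan II challenge, 1-h detection, room temperature; signal: Eu-cAMP/anti-cAMP TR-FRET, emission 671 nm; repeats: one well per compound, no replicates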
ABHD5 PLIN5 PPI = ABHD5-PLIN5 protein interaction inhibition | Q00G26+Q8WTS1 | Split G. princeps luciferase complementation, luminescence, 4 h | inhibition, % at 4 µM | 0.78% of 360,000 active;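 active means inhibition above the mean inhibition across every tested compound plus 3 SD, cut at about 22% in these data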;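 further: 0% = DMSO only wells and the 100% control is not disclosed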
HTR2A ag = mouse HTR2A agonism via beta-arrestin recruitment; P35363; CHO-K1 mHTR2A beta-arrestin complementation, luminescence; percent of 30 µM serotonin response; activation, % at 7.6 µM; 0.66% of 360,000 active; AID 624169;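 active means activation above a run cutoff, the mean activation of all tested compounds plus 3 SD, cut at about 14% in these data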;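 further: 0% = plate median of compound wells and 100% = 30 µM serotonin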
Glyco luc inh = blocks N-linked glycosylation in D54 reporter cells; reporter increase, % at 12.5 µM; 0.23% of 360,000 active; D54 ERlucT glycosylation luciferase reporter, 24 h; percent of 100 nM tunicamycin response;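 active means mean luciferase reporter signal, scaled so untreated is 0 and the glycosylation-blocking control 100, at or above a set limit in every replicate; inconclusive means mean reaches the limit but not every replicate does; inactive means mean below the limit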;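 further: luciferase carries N-glycosylation sites so blocking glycosylation raises the light; 0% = median of neutral control wells and 100% = median of 100 nM tunicamycin wells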
MC4R barr agon = agonists of human melanocortin 4 receptor (MC4R) beta-arrestin; 0.98% of 360,000 active; U2OS MC4R beta-arrestin complementation, luminescence; percent of melanotan II response, DMSO zero; P32245; activation, % at 8.9 µM;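 active means activation above a per-plate cutoff, the mean activation of sample wells on that plate plus 3 SD, cut at about 8% in these data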
Granule exo inh = lytic granule exocytosis inhibition; 0.66% of 360,000 active; inhibition, % at 10 µM; TALL-104 LAMP-1 surface exposure, flow cytometry; cells stimulated with thapsigargin and PMA;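 active means inhibition above about 55%, limit read from the data; inconclusive means no clear call, values can overlap the other calls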
PDI turbidity = blocks human protein disulfide isomerase activity; PDI insulin aggregation turbidity, A650, 90 min; inhibition, % at 10 µM; P07237; 0.052% of 350,000 active; AID 588391;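 active means mean inhibition across replicates of 30% or more, whatever share of single replicates reach that level; inconclusive means mean inhibition below 30% while every single replicate reaches 30%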;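 further: absorbance from insulin aggregation driven by PDI reduction with DTT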
Target sequence (P07237 whole entry, looked up): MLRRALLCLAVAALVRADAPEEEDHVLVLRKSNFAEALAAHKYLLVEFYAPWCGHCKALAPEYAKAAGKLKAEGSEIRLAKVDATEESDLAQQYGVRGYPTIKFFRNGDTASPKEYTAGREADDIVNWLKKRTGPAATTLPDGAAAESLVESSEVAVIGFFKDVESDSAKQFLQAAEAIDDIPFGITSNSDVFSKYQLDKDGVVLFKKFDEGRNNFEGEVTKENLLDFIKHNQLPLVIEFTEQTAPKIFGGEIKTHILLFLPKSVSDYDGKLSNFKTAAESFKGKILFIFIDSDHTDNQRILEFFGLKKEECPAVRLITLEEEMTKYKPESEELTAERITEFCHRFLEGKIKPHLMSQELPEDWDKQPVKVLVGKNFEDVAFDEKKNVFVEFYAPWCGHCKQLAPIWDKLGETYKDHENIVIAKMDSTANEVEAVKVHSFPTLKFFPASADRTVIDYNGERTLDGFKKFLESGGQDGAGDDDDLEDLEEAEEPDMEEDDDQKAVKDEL
ABCB6 inh MLPCN = human ABCB6 transporter inhibition | K562-ABCB6 porphyrin accumulation, flow cytometry, 1 h; stronger effect = lower value | Q9NP58 | 0.19% of 360,000 active | fluorescence ratio to DMSO, % at 10 µM;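 active means fluorescence ratio to DMSO below 75%, the collection mean minus 3 SD; inconclusive means too few cells collected in the well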;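 further: signal is porphyrin accumulated inside mitochondria; 100% equals median channel fluorescence of DMSO control wells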
Numbers without * were called inactive; ? = inconclusive; nt = no result given.

SMILES	CaV13 FRET inh	H9c2 protect	MC4R antagonist	ABHD5 PLIN5 PPI	HTR2A ag	Glyco luc inh	MC4R barr agon	Granule exo inh	PDI turbidity	ABCB6 inh MLPCN
Cc1cc(C)c(NC(=O)c2cccs2)c(C)c1NC(=O)c1cccs1	-2	0	7	1	5	-1	1.2	7	-4	97
Cc1ccc(S(=O)(=O)NCCC(=O)N2CCC(Cc3ccccc3)CC2)cc1	-6	-4	10	2	9	-4	-3.4	21	-1	95
Cc1ccc(S(=O)(=O)N2C[C@@H](C)[C@]3(C2)[C@H](O)[C@H](OC(=O)NC2CCCC2)C[C@H]2C(=O)N(c4ccccc4)C(=O)[C@H]23)cc1	-6	-1	3	4	10	-1	-0.9	10	3	96
CN1CCN(c2nc3ccccn3c(=O)c2C=O)CC1	nt	6	8	-2	-2	1	-1.3	-2	-1	99
Cc1ccc(CCNC(=O)CN(c2cc(C)cc(C)c2)S(=O)(=O)c2c(C)noc2C)cc1	-6	-4	2	2	-2	-2	-0.5	0	-2	102
Cc1ccc(-c2csc(N3CCN(c4cc5c(cc4Cl)nc(C(C)N)n5CCCO)CC3)n2)cc1 (configuration not stated)	-5	6	3	3	1	2	-1.5	-11	-1	100
Cn1c(=O)c2c(nc(SCc3nn[nH]n3)n2Cc2ccccc2F)n(C)c1=O	-2	-3	2	-4	-4	0	0.0	-1	-12	100
Cc1ccc(S(=O)(=O)N2CCN(C(=O)c3cccc(-n4cccc4)c3)CC2)cc1	-6	-3	9	-14	-2	-1	-1.9	4	-2	100
Cc1ccc(CNC(=O)CC(NC(=O)c2ccccc2)c2ccccc2)cc1 (configuration not stated)	-7	8	7	10	-1	3	-0.3	-2	-2	95
NC(=O)CSc1nnc(-c2cccs2)n1Cc1ccco1	-5	1	-1	1	-1	3	1.4	-4	2	99
N#Cc1c(N)oc(-c2ccc3c(c2)OCO3)c1-c1ccc2c(c1)OCO2	-4	3	-9	-6	1	2	0.2	0	6	113
O=C(CN(C(=O)c1csnn1)c1ccccc1)NCc1ccc2c(c1)OCO2	-4	2	2	-2	4	0	-1.7	-7	-6	100
Nc1c(C(=O)NCc2ccccc2)c2nc3ccccc3nc2n1-c1ccc2c(c1)OCO2	-12	6	8	3	0	-1	-1.6	0	-2	95
O=C(C1CCN(S(=O)(=O)c2cnc[nH]2)CC1)N(CCc1ccccc1)Cc1ccccc1	?	21	2	2	-1	-4	-0.1	-1	-3	110
CC(C)c1nnc(NC(=O)CCCC(=O)O)s1	nt	4	3	-2	2	3	-2.0	-2	13	97
O=C(COC(=O)C12CC3CC(CC(O)(C3)C1)C2)Nc1ccc(OC(F)F)cc1	-6	-6	9	4	-1	0	-1.0	4	-6	96
COc1ccc(-c2csc3ncnc(N4CCN(S(=O)(=O)c5ccc(C)cc5)CC4)c23)cc1	-4	13	19	-1	1	-12	-1.6	2	3	93
CN(C)CC1(c2ccccc2)CCCC1	-6	3	2	0	2	-1	1.2	3	1	98
COc1cccc(CNc2nc3cc(-c4cscc4C)sc3c(=O)n2C)c1	-4	-3	12	10	5	-3	1.9	6	-4	100
CCn1nccc1C(=O)Nc1cc(Cl)cc(Cl)c1	-4	-1	0	-2	7	0	1.7	-1	0	89
CN1/C(=C\C(=O)CN2C(=O)NC3(CCCCCC3)C2=O)C(C)(C)c2ccccc21	-4	-19	-4	-3	-2	-2	-2.2	-3	13	502
O=c1oc(Nc2cccc(Cl)c2)nc2ccccc12	4	-7	-12	1	-3	-1	-1.2	4	-7	96
CSCCC1Nc2ccc(S(=O)(=O)N3CCOCC3)cc2NC1=O (configuration not stated)	-3	-6	-3	2	-1	2	-1.1	-3	0	91
COc1ccc(N(CC(C)C)S(=O)(=O)c2nnc(NC(=O)CC(C)C)s2)cc1	-4	-9	5	-3	2	-2	1.9	-10	-6	99
Cc1ccc(Nc2nnc(SCc3cc(=O)n4cc(C)ccc4n3)s2)cc1	-3	6	20	3	-3	-4	-2.7	0	-11	98
COc1ccc(-c2cc(C(=O)N3CCN(S(=O)(=O)c4ccc(C)cc4)CC3)[nH]n2)cc1	-1	-14	-7	-2	2	1	1.5	-3	nt	102
Cc1ccc(NC(=O)CCC(=O)NNC(=S)Nc2ccc(F)cc2F)cc1C	-5	-5	3	5	3	1	-3.3	-2	19	98
Cc1cc(C(=O)N/N=C\C(Br)=C\c2ccccc2)c(C)o1	-5	-11	5	9	-4	9	2.1	6	-1	103
CCc1ccc(S(=O)(=O)NCc2cn3ccccc3n2)s1	-4	-11	5	0	7	0	-1.0	-3	-6	104
CCOc1ccccc1NC(=O)CSc1nc2c(c(=O)n(C)c(=O)n2C)n1C	-3	6	-2	-2	4	-3	-2.5	-12	-3	98
CCCCS(=O)CC(O)COc1ccc(C(C)(C)C)cc1 (configuration not stated)	-8	-12	2	1	9	9	0.3	0	-2	90
COc1ccccc1-c1ncn(Cc2cccc(-c3ccccc3)c2)c1-c1cc(C)cc(C)c1	-6	nt	nt	-7	-1	nt	nt	47	nt	nt
COc1ccc(C(=O)N(C)Cc2ccc(C)o2)cc1OC1CCN(C(C)C)CC1	-2	3	12	4	-7	-2	-1.6	-5	5	99
Cc1ccc(C(OCC(O)CNCc2ccc(F)cc2)c2ccccc2)cc1 (configuration not stated)	-14	-19	7	6	-11	-7	14*	18	10	101
COc1ccc(C2=NCCn3c2c2ccc(C(F)(F)F)cc2[n+]3[O-])cc1	-5	8	-3	2	1	2	-0.2	-5	-4	96
CCCn1cnc2c(Sc3c([N+](=O)[O-])ncn3C)nc(N)nc21	-9	12	-5	7	-6	0	-1.0	-2	3	101
COc1cccc(-n2c(=O)c3ccccc3n3c(=S)[nH]nc23)c1	-8	-6	-2	2	7	-1	-1.8	7	7	96
CCOC(=O)C1(C)CCN1C(=O)c1ccc2ccccc2c1 (configuration not stated)	-8	-6	12	1	-2	3	0.1	-7	-1	97
COc1cc(C)c(NC(=S)NCCCN2CCOCC2)cc1OC	-6	-4	-1	4	-3	2	0.5	12	0	100
CCOC(=O)c1ccc(NC(=O)c2c(N)n(C)c(=O)n(C)c2=O)cc1	-6	-7	4	1	12	-1	-0.1	1	-2	96
COc1ccc(C(=O)Nc2ccc(-c3n[nH]c(=S)o3)cc2)cc1OC	-4	2	-1	-12	2	0	1.0	-1	-2	114
O=C(OCCN1C(=O)c2ccccc2C1=O)C1CC(O)CN1S(=O)(=O)c1ccc(Cl)cc1 (configuration not stated)	-3	2	11	-1	2	3	-0.8	-2	-3	100
Cc1cc(C)c2nc(-c3ccccn3)cc(C(=O)NCCc3ccc(S(N)(=O)=O)cc3)c2c1	-5	5	-2	8	-2	-2	7.3	-5	-3	99
NC(=O)c1ccsc1NC(=O)COC(=O)c1ccccn1	-2	20	5	6	4	2	1.4	-2	4	91
O=C(c1ccccc1)N1CCN(C(=O)c2ccc([N+](=O)[O-])cc2)CC1	-4	4	13	-9	3	1	2.9	-3	-2	102
O=C(CN1C(=O)C(=O)c2ccccc21)c1ccccc1	-20	1	1	-5	0	5	-1.2	25	-42	98
CC(C)CC(NC(=O)OC(C)(C)C)C(=O)O (configuration not stated)	5	-2	20	3	-1	-1	2.1	4	8	100
Cc1cc(Nc2ccc(C(=O)O)cc2)nc(N)n1	-12	3	-8	4	9	1	0.0	-8	-2	96
COc1ccccc1NC(=O)C(C)Sc1nc(-c2ccccc2)cn1N (configuration not stated)	-2	-6	16	3	-6	1	1.3	6	-5	94
O=C(Nc1nc(-c2ccccc2)ns1)c1cccs1	-7	-5	11	2	-2	5	-0.6	-4	-5	100
O=C(Cn1cc(C(=O)C(F)(F)F)c2ccccc21)NCc1ccco1	-7	-5	-6	4	-3	2	0.3	-1	2	96
O=C(c1cccs1)N1CCN(C(=O)c2cccs2)C1=S	-7	16	1	14	4	3	0.0	-1	8	94
O=C(CN1C(=O)c2ccccc2S1(=O)=O)NC1CCCCCC1	19	0	10	2	-2	-3	-1.7	-2	-4	99
Fc1ccccc1N1CCN(CCCc2ccccc2)CC1	-3	2	-4	0	-2	2	-0.1	12	0	100
COc1cccc(NC(=O)CN2C(=O)C(=O)N(C3CCCC3)C2=O)c1	-10	6	0	2	5	2	-0.3	-11	-7	99
CC(Sc1nc(N2CCOCC2)c2c(c1C#N)CC(C)(C)OC2)C(=O)O (configuration not stated)	-3	7	3	7	0	3	-0.3	-1	5	97
Nc1c(Cl)ncnc1N/N=C/c1ccc(O)cc1	-16	-4	-12	6	2	-2	3.4	-1	0	100
Cc1cc(NC(=O)c2cccs2)ncc1NC(=O)c1cccc(F)c1	-3	6	18	3	2	0	0.1	-2	1	102
Nc1c(Cl)c(Cl)nc(C(=O)N/N=C/c2ccco2)c1Cl	-20	8	1	-7	-3	3	0.5	-2	-2	97
CCCCNC(=O)c1cc2c(=O)n3cccc(C)c3nc2s1	-6	-4	-2	0	-5	-2	-1.6	14	3	91
(listing goes on)
SMILES	CaV13 FRET inh	H9c2 protect	MC4R antagonist	ABHD5 PLIN5 PPI	HTR2A ag	Glyco luc inh	MC4R barr agon	Granule exo inh	PDI turbidity	ABCB6 inh MLPCN
O=[N+]([O-])c1cccc2ccc(N3CCOCC3)nc12	-20	-1	3	2	-4	0	-1.5	2	5	97
Cc1cc(C)c(S(=O)(=O)Nc2ccc(O)c(Sc3ncn[nH]3)c2)c(C)c1	nt	2	15	2	1	-3	-1.4	3	4	84
CCN(CC)S(=O)(=O)c1ccc(N2CCN(c3cccc(OC)c3)CC2)c([N+](=O)[O-])c1	-5	-3	8	3	1	-2	0.4	-7	2	92
O=C(C[C@H]1C/C=C\C[C@@H](Cc2ccc(F)cc2)C(=O)OC[C@@H]2CCCN2C1=O)NCCO	-4	10	4	10	-4	1	-1.5	20	11	98
CN1CCN(CCNC(=O)c2cc3c(=O)n(C)c4ccccc4c3n2C)CC1	-3	8	4	0	1	9	0.7	0	nt	88
Cc1cc(N2C(=O)NC(=O)CC2C)c(C)cc1C(C)C (configuration not stated)	-5	-2	-1	-1	10	0	-1.3	?	-1	98
O=C(c1cc(COc2ccc3ncccc3c2)on1)N1CCC(O)CC1	-4	-21	3	5	8	0	0.2	3	8	91
CC1CCCN(CCCNC(=O)CCn2nc(-c3ccccc3)ccc2=O)C1 (configuration not stated)	-5	3	11	3	-1	1	0.2	-6	6	95
CCc1cccc(OCCn2ccnc2)c1	-1	-2	-1	2	5	4	-2.3	-1	11	100
Cc1ccccc1C(=O)Nc1nnc(-c2ccc(F)cc2)o1	-7	27	21	8	-3	2	-0.4	12	-2	96
